Hck-Nef inh: inhibitors of Nef-activated human Hck kinase, primary screen, biochemical, Z-Lyte FRET, 384-well, Hck-YEEI | inhibition, % at 20 µM | 220,000 compounds, 0.68% hits | Recombinant Hck-YEEI plus Nef, Z-Lyte FRET kinase assay;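 active = Hck-Nef kinase inhibition above about 50%, limit read from the data; inactive = inhibition below that limit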;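 note: 0% = DMSO with Hck plus Nef and 100% = Hck alone without Nef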
14-3-3 Bad PPI: inhibitors of 14-3-3 zeta/Bad binding, primary screen, biochemical, TR-FRET, bovine 14-3-3 zeta; 14-3-3 protein zeta/delta (Bos taurus), P63103; TR-FRET 14-3-3zeta/Dy647-pBad peptide displacement, 1 h; inhibition, % at 21.7 µM; 220,000 compounds, 0.71% hits; AID 781, 2007;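 active = inhibition above about 70%, limit read from the data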;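 note: 0% = full 14-3-3 plus peptide FRET controls and 100% = background without 14-3-3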
Target sequence (P63103 whole entry, looked up): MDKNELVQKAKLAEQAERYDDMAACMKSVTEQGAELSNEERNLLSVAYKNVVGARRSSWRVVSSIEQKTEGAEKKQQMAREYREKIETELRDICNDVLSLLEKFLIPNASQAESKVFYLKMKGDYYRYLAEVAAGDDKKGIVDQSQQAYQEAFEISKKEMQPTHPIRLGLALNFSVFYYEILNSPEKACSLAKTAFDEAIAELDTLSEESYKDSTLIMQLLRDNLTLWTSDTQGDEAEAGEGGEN
eIF4E-4G inh: eIF4E–eIF4G protein interaction inhibitors, primary screen, biochemical, uHTS, TR-FRET, eIF4GI fragment; TR-FRET eIF4E-eIF4GI(517-606) binding, 2 h; 220,000 compounds, 0.37% hits; Eukaryotic translation initiation factor 4E (Mus musculus) + Eukaryotic translation …; inhibition, % at 21.7 µM;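 active = inhibition above about 30%, limit read from the data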;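 note: 0% = full FRET control wells and 100% = background wells lacking eIF4GI fragment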
TbHK1 inh: Trypanosoma brucei hexokinase 1 inhibitors, primary screen, biochemical, G6PDH-coupled NADH absorbance, MLSCN library; hexokinase 1 [Trypanosoma brucei]; recombinant TbHK1, G6PDH-coupled NADH A340; inhibition, % at 10 µM; 220,000 compounds, 0.11% hits; AID 1430, 2008;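 active = inhibition of 50% or more in the single-dose primary screen; inactive = inhibition below 50%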
EP2 antag: human EP2 receptor antagonists, primary screen, TR-FRET cAMP, C6 glioma cells | Prostaglandin E2 receptor EP2 subtype (Homo sapiens), P43116 | C6 glioma cells expressing human EP2; cells stimulated with saturating PGE2 | inhibition, % at 25 µM | 260,000 compounds, 0.52% hits | AID 1422, 2008;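 active = percent inhibition above 40 after rounding to a whole number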;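 note: rat C6 glioma host cells with rolipram phosphodiesterase inhibitor present; the protocol text gives 20 µM as final concentration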
Target sequence (P43116 whole entry, looked up): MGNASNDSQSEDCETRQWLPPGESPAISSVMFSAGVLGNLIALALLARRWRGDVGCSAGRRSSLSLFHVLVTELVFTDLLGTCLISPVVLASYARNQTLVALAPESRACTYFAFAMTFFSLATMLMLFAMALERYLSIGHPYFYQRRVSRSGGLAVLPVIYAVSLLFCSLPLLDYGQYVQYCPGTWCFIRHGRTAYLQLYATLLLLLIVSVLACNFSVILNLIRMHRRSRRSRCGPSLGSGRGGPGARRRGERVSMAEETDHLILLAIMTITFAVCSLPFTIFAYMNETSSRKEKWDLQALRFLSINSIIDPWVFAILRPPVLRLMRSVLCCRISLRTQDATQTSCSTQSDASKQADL
L929 necroptosis: inhibitors of zVAD-triggered necroptosis, primary screen, L929 cells. L929 zVAD necroptosis rescue, ATP luminescence, 24 h; with zVAD 60 µM. viability rescue, % at 10 µM. 220,000 compounds, 0.38% hits. AID 1377, 2008;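 active = activation, scaled between plate controls, above about 75%, limit read from the data; inactive = activation under that limit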;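 note: 0% = zVAD with DMSO and 100% = DMSO alone without zVAD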
EP2 modulator: EP2 receptor modulators, cAMP readout, primary screen, cell-based, HTRF cAMP, PGE2 stimulation; Prostaglandin E2 receptor EP2 subtype (Homo sapiens), P43116; EP2-expressing cells, cAMP HTRF FRET, PGE2 co-stimulation; induction, % at 25 µM; 260,000 compounds, 0.83% hits; AID 940, 2007;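 active = compounds whose cAMP rise, as percent of the full-agonist control response, exceeds 60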;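 note: rat C6 glioma line stably carrying human EP2 under a CMV promoter; the protocol text gives 20 µM as final concentration; 100% = response of wells given 1 µM PGE2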
Rad51 HR inh: human RAD51 strand exchange inhibitors, primary screen, biochemical, fluorescence; DNA repair protein RAD51 homolog 1 (Homo sapiens), Q06609; hRad51 DNA strand exchange, fluorescence dequenching; inhibition, % at 10 µM; 200,000 compounds, 0.085% hits;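 active = inhibition above 40% at the single screening dose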;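 note: 0% = DMSO control wells and 100% = blanks with heterologous ssDNA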
Target sequence (Q06609 whole entry, looked up): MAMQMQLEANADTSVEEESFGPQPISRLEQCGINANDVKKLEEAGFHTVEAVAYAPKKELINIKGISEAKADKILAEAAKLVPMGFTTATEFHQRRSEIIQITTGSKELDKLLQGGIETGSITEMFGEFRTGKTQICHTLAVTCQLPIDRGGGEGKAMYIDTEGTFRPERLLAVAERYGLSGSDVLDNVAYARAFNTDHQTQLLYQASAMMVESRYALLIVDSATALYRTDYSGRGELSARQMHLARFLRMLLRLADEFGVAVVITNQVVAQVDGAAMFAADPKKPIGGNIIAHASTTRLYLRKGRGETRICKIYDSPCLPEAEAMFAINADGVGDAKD
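Material: human Rad51–ssDNA filaments; Probe or stimulus: labelled 47-mer dsDNA for strand exchange; Doses: single 10 µM dose; Incubation: 37 °C 15-min filament assembly, 30-min compound preincubation, 15-min exchange; Technique: FRET fluorescence dequenching, excitation 485 nm, emission 520 nm; Measure: Fluorescence-based percent inhibition, control- and blank-normalised; Benchmarks: plate control and blank wells.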
m-calpain inh: inhibitors of pig calpain II, primary screen, biochemical, fluorogenic peptide substrate, 1536-well; inhibition, % at 16 µM; purified calpain II, 30 min; 220,000 compounds, 0.37% hits;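 active = inhibition above about 50%, limit read from the data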
The depositor's hits bear a star; i = inactive; . = not tested or not shown; [ ] = dose if it differs, or a comment. Only part of the results is shown; rates above refer to the full screens.

SMILES	Hck-Nef inh	14-3-3 Bad PPI	eIF4E-4G inh	TbHK1 inh	EP2 antag	L929 necroptosis	EP2 modulator	Rad51 HR inh	m-calpain inh
CCOC(=O)c1ccc(NC(=S)N2CCSC2c2ccc(OC)cc2)cc1 (stereo not given)	2.3	-1.4[fluorescence artefact?]	21.1	1.5	8.9	0.1	-64.5	12.1	1.4
CCOc1ccc(N=c2scc(-c3ccc(OC)cc3)n2CCO)cc1	7.7	58.0[fluorescence artefact?]	4.6	-3.9	10.9	0.1	-17.8	0.0	-18.3
CCOC1CS(=O)(=O)CC1OCC (stereo not given)	1.0	2.8	-1.8	-3.2	7.9	0.0	-0.2	-7.9	2.6
Cc1nn(-c2ccccc2)c2nc(-c3ccncc3)cc(C(=O)NCc3ccco3)c12	-1.8	6.5	2.2	-4.9	7.9	1.0	4.2	-1.2	-91.6
C/C(CC(=O)Nc1cccc2c1CCCC2)=N\NC=O	17.2	-5.5	-0.6	-3.4	21.4	3.9	7.9	-0.3	-31.6
NC1CCCCC1N=Cc1c(O)n(CCc2ccc(F)cc2)c(=O)[nH]c1=O (stereo not given)	11.6	.	.	18.6	18.2	-0.4	.	-1.8	.
COC(=O)CN1C(=O)N/C(=C/c2ccccc2OC)C1=O	12.2	-6.6	0.7	-32.6	3.8	1.9	-37.7	-2.4	-24.5
CCCCCn1c(N)c(-c2nc3ccccc3s2)c2c([N+](=O)[O-])nn(C)c(=O)c21	0.3	-0.8	0.1	-19.8	8.3	0.7	-22.2	1.1	-92.7
Nc1nc(CSc2n[nH]c(-c3ccccc3)n2)nc(Nc2ccccc2)n1	-3.5	3.5	-7.9	5.8	19.9	0.1	-21.4	-8.0	-33.6
CCc1ccc(CNC(=O)CN2C(=O)COc3ccccc32)cc1	2.1	3.5	-12.3	4.7	13.7	0.7	11.9	1.8	-27.0
CC(Nc1ccc(N2CCOCC2)cc1)C(=O)N1c2ccccc2CC1C (stereo not given)	-30.4	84.3*	3.0	-15.3	16.8	-0.4	3.1	.	-12.3
O=C(Cn1cc([N+](=O)[O-])cn1)NCc1cc2ccccc2[nH]1	0.1	-5.2	6.4	-4.5	0.5	0.0	-15.0	5.7	3.4
Cc1cc(-c2ccc(/C=N/n3cnnc3)o2)ccc1Cl	-11.6	-5.5	2.1	-37.0	10.6	0.2	-7.7	10.1	-3.9
CC(C)NC(=S)Nc1ccc(Oc2ccccc2)cc1	1.9	-14.6	3.7	-4.5	-0.7	-0.3	-11.7	7.0	28.6
CCOC(=O)c1c(NC(=O)c2ccc(C)cc2)sc2c1CC(C)(C)NC2(C)C	9.4	-1.7	-0.3	-10.4	2.1	29.3	-13.8	.	-31.8
CC1CCCC(NC(=O)COC(=O)Cc2ccsc2)C1C (stereo not given)	-4.4	-5.1[fluorescence artefact?]	11.0	-3.6	8.6	-0.4	10.6	-6.5	-3.0
O=[N+]([O-])c1ccc(Oc2ccc(F)cc2)c2ccncc12	22.6	1.9	17.1	-7.1	9.8	0.1	30.3	-0.5	35.8
CN(C)Cc1c(O)ccc2c(-c3ccccc3)cc(=O)oc12	6.0	-0.2	2.2	-9.9	11.3	1.3	3.4	-4.2	-363.0
Cc1ccc(NC(=S)/C(=C(\[O-])c2ccc(F)cc2)[n+]2ccccc2)cc1	26.0	16.4	-1.4	-15.9	3.7	0.8	5.1	9.1	-25.8
CCN(CC)C(=O)c1c2c(nc3ccccc13)-c1ccccc1CC2	0.1	-7.0	9.4[fluorescence artefact?]	-19.5	9.7	-0.1	21.8	-1.3	-35.7
Nc1ncnc2c1cnn2C1CCCCC1	44.5	-5.6	-2.5	-7.8	17.1	10.1	-10.6	1.2	12.2
O=C(COc1ccc(Cl)cc1Cl)N/N=C/CCc1ccccc1	1.4	1.9	-0.2	2.6	12.3	0.3	-15.7	-1.3	15.0
Cc1nc(-n2nnc(CO)c2CO)nc2c1CCC2	21.0	0.4	-0.4	1.4	5.8	0.9	10.6	-2.2	5.0
CC(Nc1ccc2c(c1)OCCO2)C(=O)N1c2ccccc2CC1C (stereo not given)	17.7	12.4	0.9	3.7	9.4	1.8	-26.2	5.0	-9.4
CC1CN(C(=O)c2c(Br)cnn2C)CC(C)O1 (stereo not given)	3.5	-23.7[fluorescence artefact?]	6.9	35.2	2.7	0.1	18.3	4.6	-4.8
CCC(c1nnnn1C(C)(C)C)N(Cc1ccco1)Cc1cc2cccc(C)c2[nH]c1=O (stereo not given)	2.4	-1.0	-0.9	-12.7	5.5	-0.4	47.8	4.7	-7.6
Clc1ccc2[nH]cc(-c3nnnn3-c3ccccc3)c2c1	0.1	-2.4	11.1	1.5	7.2	0.2	-38.2	5.6	19.1
O=C(COC(=O)C(O)c1ccccc1)NC12CC3CC(CC(C3)C1)C2 (stereo not given)	4.4	3.5[fluorescence artefact?]	-5.8	1.3	17.6	1.9	27.1	-0.5	-9.6
O=C1CN(C(=O)c2cc([N+](=O)[O-])ccc2Cl)C(c2ccccc2)c2cc(F)ccc2N1 (stereo not given)	1.9	23.9	-3.1	-2.3	5.0	-0.1	-2.1	-0.9	1.9
Cc1[nH]nc(SCC(=O)NC2CCCCC2)c1[N+](=O)[O-]	0.1	0.9	4.2	-5.8	2.6	1.9	-18.2	-0.1	-3.8
COc1cccc(N(C(=O)c2ccco2)c2nc(-c3sc(NC(=O)c4ccco4)nc3C)cs2)c1	1.1	42.5	-16.4	-18.2	13.8	1.4	12.7	-7.7	-401.0
CCC(Sc1ncnc2sc(C)c(C)c12)C(=O)OC (stereo not given)	0.8	-5.1	7.9	-6.1	16.0	-0.6	17.5	-2.2	-5.1
O=C(O)c1cc(-c2ccc3c(c2)OCO3)nc2ccc(Br)cc12	6.2	0.8	-1.6	-9.9	18.7	2.7	42.5	-1.6	-7.7
COC(=O)c1cc(NC(=O)Nc2ccccc2OC)cc(C(=O)OC)c1	18.0	3.3	-4.4	-7.1	8.5	-0.5	-27.7	0.8	-13.0
C=CC12C=CC=CN1C(C(=O)OC)=C(C(=O)OC)C(C(=O)OC)=C2C(=O)OC (stereo not given)	5.9	-13.3	6.3[fluorescence artefact?]	-5.7	5.1	0.5	3.3	1.7	25.6
NS(=O)(=O)c1cccc(NC(=O)c2cccs2)c1	29.5	-1.3	-2.4	-4.4	5.6	-0.1	12.2	1.5	-23.7
Cc1ccc(OCCCC(=O)NCc2ccco2)c(C)c1	-69.2	-3.5	3.4	2.5	5.1	5.0	-10.3	-17.9	-21.3
Cc1ccc(S(=O)(=O)N(C)CC(=O)OCC(=O)c2c(N)n(C)c(=O)n(C)c2=O)cc1	2.9	0.1	0.0	-1.3	6.3	1.2	9.8	8.3	14.4
COC(=O)c1cc(Sc2c(Cl)cccc2Cl)ccn1	2.4	-6.0	7.0	-1.1	12.6	-0.1	18.4	15.3	-10.9
CCn1c(C2CC(=O)N(Cc3ccccc3)C2)nc2ccccc21 (stereo not given)	0.1	14.2	51.9*[fluorescence artefact?]	-4.6	10.5	-0.4	-14.6	3.1	-24.0

4 entries drawn at random from those above, as already listed:
SMILES	Hck-Nef inh	14-3-3 Bad PPI	eIF4E-4G inh	TbHK1 inh	EP2 antag	L929 necroptosis	EP2 modulator	Rad51 HR inh	m-calpain inh
COC(=O)CN1C(=O)N/C(=C/c2ccccc2OC)C1=O	12.2	-6.6	0.7	-32.6	3.8	1.9	-37.7	-2.4	-24.5
CCC(Sc1ncnc2sc(C)c(C)c12)C(=O)OC (stereo not given)	0.8	-5.1	7.9	-6.1	16.0	-0.6	17.5	-2.2	-5.1
Cc1ccc(OCCCC(=O)NCc2ccco2)c(C)c1	-69.2	-3.5	3.4	2.5	5.1	5.0	-10.3	-17.9	-21.3
Nc1nc(CSc2n[nH]c(-c3ccccc3)n2)nc(Nc2ccccc2)n1	-3.5	3.5	-7.9	5.8	19.9	0.1	-21.4	-8.0	-33.6

Carrying on:
SMILES	Hck-Nef inh	14-3-3 Bad PPI	eIF4E-4G inh	TbHK1 inh	EP2 antag	L929 necroptosis	EP2 modulator	Rad51 HR inh	m-calpain inh
O=C(CN1CCOCC1)n1c2c(c3ccccc31)CCCC2	-38.1	-2.3	0.0	8.1	11.2	0.3	-3.6	16.5	14.6
COC(=O)Nc1nncs1	18.4	3.6	1.0	-6.3	5.5	-0.1	-2.7	1.2	-18.7
CC(=O)NCc1cccc(CNC(C)=O)n1	-0.8	-0.3	8.8	5.1	9.5	0.8	7.6	-5.3	i
CC(OC(=O)c1ccc2c(=O)n3c(nc2c1)CCC3)C(N)=O (stereo not given)	10.8	40.8	10.4	-0.2	3.8	-0.6	10.5	-2.2	17.7
O=C1OCc2cc(NC(=O)C3COc4ccccc4O3)ccc21 (stereo not given)	-4.5	-4.7[fluorescence artefact?]	3.6	3.0	6.9	.	2.3	.	-9.2
Cc1ccc(Sc2c(C(=O)Nc3ccc(F)cc3F)c(C(F)(F)F)nn2C)cc1	-0.4	-10.4	-3.7[fluorescence artefact?]	2.4	7.8	0.3	36.9	6.9	2.9
CCc1cccc(Oc2nn[nH]n2)c1	1.6	67.2	3.0[fluorescence artefact?]	2.2	5.0	0.2	-0.7	3.6	15.1
CN1C(=O)C(O)(CC(=O)/C=C/C=C/c2ccccc2)c2ccccc21 (stereo not given)	3.4	1.5	3.3	-16.8	3.2	0.6	-49.9	-3.5	-7.3
CCOc1ccc(NC2c3ccccc3C(=O)N2Cc2ccco2)cc1 (stereo not given)	6.6	6.2	-1.7	1.6	7.2	-0.3	6.2	3.4	-21.7
O=C(N/N=C/c1c(Cl)cccc1Cl)c1n[nH]c2c1CCCC2	5.6	8.8	0.3	0.7	3.5	5.4	-1.3	-3.0	23.1
COCc1cc(C2C(C(=O)c3ccco3)=C(O)C(=O)N2CCOCCO)ccc1O (stereo not given)	-0.3	-0.9	-0.2	-22.3	6.4	-0.8	30.9	-6.7	2.2
Cc1cc(C)nc(NC(=O)CSc2ccccn2)n1	-6.6	2.6	3.3	-5.9	7.4	2.8	-7.0	2.2	10.3
COc1ccc(CC(=O)O/N=C(\N)Cc2ccc([N+](=O)[O-])cc2)cc1	22.7	1.3	-1.9	-1.7	4.0	0.1	-29.6	.	-6.2
Cc1c(NC(=O)OCc2ccccc2)c(=O)n(-c2ccccc2)n1C	0.7	-2.6	0.9	1.9	11.1	0.4	5.2	2.7	-27.6
O=C(O)c1ccc(-c2cccc([N+](=O)[O-])c2)o1	17.6	8.5	-4.5	0.3	7.0	0.3	-11.5	22.3	7.2
CNC(=S)NCC(O)c1ccc([N+](=O)[O-])cc1 (stereo not given)	13.2	-3.8	-2.0	-1.8	4.0	0.2	2.1	-2.3	3.4
O=C(CSc1ncc(-c2ccccc2)n1-c1ccccc1)NCc1ccco1	-0.4	-1.0	-2.9	-0.1	4.8	-0.1	20.1	-1.6	9.3
COc1cc(OC)c(Cl)cc1N	-2.9	-4.9[fluorescence artefact?]	-0.7	-2.3	8.7	-0.7	18.4	15.1	-27.4
